CTSL1 counter: counter-screen for PFM18AAP inhibitors: inhibitors of F. hepatica cathepsin L1; recombinant F. hepatica cathepsin L1, Z-Leu-Arg-MCA fluorescence; inhibition, % at 5.96 µM; 300,000 compounds, 0.49% hits; AID 1906;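 active means inhibition above the mean of all tested compounds plus 3 SD, set per screening campaign, cut at about 17% in these data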;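 further: 0% = plate median of test compound wells and 100% = 1 µM Z-Phe-Ala-diazomethylketone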
PP5 primary: PP5 (human) phosphatase inhibition; P53041; purified PP5c, OMFP substrate fluorescence; inhibition, % at 6.7 µM; 320,000 compounds, 0.18% hits;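 active means inhibition above the campaign's mean inhibition across all tested compounds plus 3 SD, cut at about 9.5% in these data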;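 further: 0% = DMSO only and 100% = 100 µM cantharidin control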
HCV core dimer: HCV core protein dimerization inhibition. TR-FRET GST/Flag-core106 dimerization, 1536-well. inhibition, % at 5 µM. 300,000 compounds, 0.33% hits. AID 1899;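 active means inhibition above the mean of all tested compounds plus 3 SD, set per screening campaign, cut at about 45% in these data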
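Test system: GST/Flag-tagged HCV core106 proteins; Medium: KF-containing HEPES buffer, pH 7.45, DTT, CHAPS, BSA; Times: compound-protein-antibody incubation 4 h at 22.5 °C; Detection: TR-FRET 671 and 617 nm emission; Benchmarks: wells lacking GST-core106 and wells with excess unlabelled core106.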
PREPL inhibitor: human PREPL enzyme inhibition. Q4J6C6. recombinant PREPL, fluorescence polarization activity-based probe. inhibition, % at 5.96 µM. 320,000 compounds, 0.68% hits. AID 2751; in the data active means inhibition above about 43%;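 further: 0% = enzyme with DMSO and 100% = wells lacking enzyme; many of its hits are not listed in these tables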
Target sequence (Q4J6C6 whole entry, looked up): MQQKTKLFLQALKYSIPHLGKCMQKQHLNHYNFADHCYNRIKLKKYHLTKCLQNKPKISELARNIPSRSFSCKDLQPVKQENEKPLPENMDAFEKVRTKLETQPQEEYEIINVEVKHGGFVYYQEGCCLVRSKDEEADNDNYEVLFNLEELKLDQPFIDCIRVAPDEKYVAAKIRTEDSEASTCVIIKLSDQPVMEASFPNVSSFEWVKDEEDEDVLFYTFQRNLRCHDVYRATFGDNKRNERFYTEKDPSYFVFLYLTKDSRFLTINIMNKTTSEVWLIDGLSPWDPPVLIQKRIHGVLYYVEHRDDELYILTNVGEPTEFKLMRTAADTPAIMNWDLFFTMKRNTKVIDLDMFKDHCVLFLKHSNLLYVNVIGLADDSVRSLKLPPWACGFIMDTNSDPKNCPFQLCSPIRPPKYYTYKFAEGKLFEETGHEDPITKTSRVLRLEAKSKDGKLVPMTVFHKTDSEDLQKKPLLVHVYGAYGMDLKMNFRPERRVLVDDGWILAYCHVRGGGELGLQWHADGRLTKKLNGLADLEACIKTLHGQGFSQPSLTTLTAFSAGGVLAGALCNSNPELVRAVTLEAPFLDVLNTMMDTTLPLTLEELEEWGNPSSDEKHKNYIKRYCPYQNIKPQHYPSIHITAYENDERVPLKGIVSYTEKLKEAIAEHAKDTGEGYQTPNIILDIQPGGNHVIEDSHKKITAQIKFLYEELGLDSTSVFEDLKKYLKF
TPT1 inh: blocks Candida albicans tRNA 2'-phosphotransferase. recombinant caTPT1, FP RNA substrate dephosphorylation. inhibition, % at 5 µM. 300,000 compounds, 0.81% hits. AID 1962;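 active means inhibition above the mean of all tested compounds plus 3 SD, set per screening campaign, cut at about 24% in these data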;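 further: plate controls were DMSO alone for no effect and ferristatin control at 100 nM for full effect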
ZTA counter: ZTA (EBV) inhibition in EBNA-1 counter-screen. P03206. ZTA-DNA binding, fluorescence polarization. AID 2234. 320,000 compounds, 0.15% hits. inhibition, % at 11 µM; in the data active means inhibition above about 33%
Target sequence (P03206 whole entry, looked up): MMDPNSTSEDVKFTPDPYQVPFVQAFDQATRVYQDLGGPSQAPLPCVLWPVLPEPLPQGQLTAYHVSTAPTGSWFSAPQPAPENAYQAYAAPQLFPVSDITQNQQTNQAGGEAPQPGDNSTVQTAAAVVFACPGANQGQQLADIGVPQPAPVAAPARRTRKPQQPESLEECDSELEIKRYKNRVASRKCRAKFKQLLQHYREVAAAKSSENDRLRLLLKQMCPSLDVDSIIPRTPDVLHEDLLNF
PP1 inh: counter-screen for PP5 inhibitors: inhibitors of human PP1-alpha. inhibition, % at 6.7 µM. AID 2235. 320,000 compounds, 0.9% hits. purified PP1alpha, OMFP fluorescence. P62136;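 active means inhibition above the mean inhibition of all tested compounds plus 3 SD, computed separately for each screening campaign, cut at about 15% in these data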
EBNA-1 inh: blocks EBNA-1 binding to DNA; EBNA-1 DNA binding, fluorescence polarization; inhibition, % at 14.8 µM; 300,000 compounds, 0.34% hits; in the data active means inhibition above about 28%
Efflux pump inh: inhibitors of Candida antifungal efflux pumps expressed in yeast. S. cerevisiae Candida pump triplex, Nile Red efflux. inhibition, % at 10 µM. 330,000 compounds, 0.44% hits;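 active means plate passing quality check with inhibition over a set limit, or well fluorescence over plate mean plus 4 SD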;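 further: Nile Red retained in pooled yeast measured as flow cytometry median fluorescence; 0% = buffer negative control and 100% = Enniatin B positive control; higher means more Nile Red kept so more efflux inhibition; some compounds called inactive have numbers as strong as hits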
* hit, by the source's call; nt = not tested or not shown. Not all compounds are listed (hit frequency here may not be typical).

SMILES	CTSL1 counter	PP5 primary	HCV core dimer	PREPL inhibitor	TPT1 inh	ZTA counter	PP1 inh	EBNA-1 inh	Efflux pump inh
O=[N+]([O-])c1cnn(-c2nc(-c3cccs3)cc(C(F)(F)F)n2)c1	2	1.1	4	-3	-4	21	-5	2	0.0
CCOC(=O)N1CCN(C(=O)c2oc3ccc(S(=O)(=O)N(CC)CC)cc3c2C)CC1	2	0.9	2	1	-2	11	-3	4	-0.2
CCOC(=O)c1nnn(-c2nonc2N)c1CSc1ccccn1	-5	1.7	3	5	0	-19	0	8	-0.1
COc1cc(C2NC(=O)N(C)C3=C2C(=O)CCC3)cc(OC)c1OC (centres undefined)	3	-0.4	1	15	0	2	0	-2	-0.1
CS(=O)(=O)N(CC(=O)O)c1cc(C(F)(F)F)ccc1Cl	7	0.4	4	0	1	12	3	9	-0.1
COC(=O)c1cc(NC(=O)Cn2nc(C)n3cccc3c2=O)cc(C(=O)OC)c1	2	1.6	-5	0	3	-15	4	-8	0.1
O=C(Nc1ccc(C(=O)N2CCOCC2)cc1)c1cccs1	0	5.4	-1	9	-1	-6	-1	-12	0.2
C=CCNC(=S)Nc1ccc(C(N)=O)cc1	0	-0.8	0	11	-6	-3	-4	2	-0.2
CCCSc1nnc(N)s1	3	0.4	-8	5	0	-3	-3	-10	18*
CC1CCN(S(=O)(=O)c2ccc(NC(=O)CCN3C(=O)C4CC=CCC4C3=O)cc2)CC1 (centres undefined)	nt	3.3	nt	15	nt	17	-2	nt	0.2
O=C(NC1CCCCC1)C(=S)N1CCOCC1	1	-2.0	1	0	2	2	0	8	-0.2
Cc1cc(-c2ccc(C)c(S(=O)(=O)NCCCN3CCN(c4ccccc4F)CC3)c2)on1	12	-1.7	2	-40	-1	-17	3	-4	0.1
CCOC(=O)c1cnc(-n2nc(C)cc2C)nc1NNc1cc(C)nc(-c2ccccc2)n1	-6	4.8	-5	2	-1	-7	11	-5	-0.1
CCN(CC)C(=O)CNC(=O)c1nn(-c2ccc(OC)c(Cl)c2)c(=O)c2ccccc12	-1	3.8	8	0	-1	-13	3	8	0.1
COc1ccc(-n2c(Cn3c(=O)sc4ccccc43)nnc2SCC(=O)N2CCCCC2)cc1	0	0.5	6	3	1	14	-4	5	0.1
CCOC(=O)CCNC(=O)N1CCCC(Cc2ccccc2)(C(=O)OCC)C1 (centres undefined)	0	-0.3	22	-4	-2	2	1	-20	-0.1
CN(CC(=O)Nc1ccc(F)cc1)C(=O)c1ccccc1OCc1ccc(F)cc1	-2	2.5	-2	-6	-4	12	-2	7	-1.1
C#CCN1C(=O)C(O)(c2c(C)[nH]c3ccccc23)c2ccccc21 (centres undefined)	-2	0.5	3	0	0	13	1	1	-0.1
O=C(NC1=NCCS1)c1ccccc1Cl	-1	1.4	-1	-13	2	8	1	7	0.0
Cc1c(N(C)C(=O)c2ccco2)c(=O)n(-c2ccccc2)n1C	2	-1.1	3	6	-1	-3	-3	-2	0.0

Reprinted from above, twelve compounds:
SMILES	CTSL1 counter	PP5 primary	HCV core dimer	PREPL inhibitor	TPT1 inh	ZTA counter	PP1 inh	EBNA-1 inh	Efflux pump inh
CCCSc1nnc(N)s1	3	0.4	-8	5	0	-3	-3	-10	18*
CC1CCN(S(=O)(=O)c2ccc(NC(=O)CCN3C(=O)C4CC=CCC4C3=O)cc2)CC1 (centres undefined)	nt	3.3	nt	15	nt	17	-2	nt	0.2
O=C(NC1CCCCC1)C(=S)N1CCOCC1	1	-2.0	1	0	2	2	0	8	-0.2
Cc1cc(-c2ccc(C)c(S(=O)(=O)NCCCN3CCN(c4ccccc4F)CC3)c2)on1	12	-1.7	2	-40	-1	-17	3	-4	0.1
CCOC(=O)c1cnc(-n2nc(C)cc2C)nc1NNc1cc(C)nc(-c2ccccc2)n1	-6	4.8	-5	2	-1	-7	11	-5	-0.1
CCN(CC)C(=O)CNC(=O)c1nn(-c2ccc(OC)c(Cl)c2)c(=O)c2ccccc12	-1	3.8	8	0	-1	-13	3	8	0.1
COc1ccc(-n2c(Cn3c(=O)sc4ccccc43)nnc2SCC(=O)N2CCCCC2)cc1	0	0.5	6	3	1	14	-4	5	0.1
CCOC(=O)CCNC(=O)N1CCCC(Cc2ccccc2)(C(=O)OCC)C1 (centres undefined)	0	-0.3	22	-4	-2	2	1	-20	-0.1
CN(CC(=O)Nc1ccc(F)cc1)C(=O)c1ccccc1OCc1ccc(F)cc1	-2	2.5	-2	-6	-4	12	-2	7	-1.1
C#CCN1C(=O)C(O)(c2c(C)[nH]c3ccccc23)c2ccccc21 (centres undefined)	-2	0.5	3	0	0	13	1	1	-0.1
O=C(NC1=NCCS1)c1ccccc1Cl	-1	1.4	-1	-13	2	8	1	7	0.0
Cc1c(N(C)C(=O)c2ccco2)c(=O)n(-c2ccccc2)n1C	2	-1.1	3	6	-1	-3	-3	-2	0.0

(cont.)
SMILES	CTSL1 counter	PP5 primary	HCV core dimer	PREPL inhibitor	TPT1 inh	ZTA counter	PP1 inh	EBNA-1 inh	Efflux pump inh
COc1ccc(N2C(=O)C(CC(=O)Nc3ccccc3)N(Cc3ccccn3)C2=S)cc1 (centres undefined)	0	0.6	0	-1	-4	10	3	1	0.1
COc1cccc(NC2=CC(=O)CC(C)(C)C2)c1	-1	1.1	-2	7	-1	11	8	2	-0.1
Cc1cccc(C)c1-n1c(C)nn(-c2ncc(C(F)(F)F)cc2Cl)c1=O	1	-0.9	-2	10	-5	-16	7	-8	-0.1
CCOc1ccc(S(=O)(=O)n2cnc3ccccc32)cc1	-2	2.0	4	-8	-2	-2	1	-8	-0.1
COc1ccc(CCNC(=O)C(=O)Nc2ccc3c(c2)OCCO3)cc1OC	2	-1.2	-1	1	3	4	-4	2	-0.1
Cc1ccc(C)c(C(=O)Nc2nc3ccccc3[nH]2)c1	5	0.2	8	10	25*	7	-2	-8	0.3
CNC(=S)N/N=C/c1cccc(OCc2ccccc2F)c1	-4	0.2	10	11	2	4	0	1	0.1
CSC1=NCCN1C(=O)c1cccs1	-2	3.2	-3	9	1	-24	-4	-2	-0.1
Cc1onc(C(=O)NC2CCCCC2)c1[N+](=O)[O-]	4	2.0	5	3	0	2	-4	10	-0.1
O=[N+]([O-])c1ccc(OCC(O)CNCCNc2nccc(C(F)(F)F)n2)cc1 (centres undefined)	5	-0.8	1	9	-2	-2	-4	-17	0.1
COc1ccc2oc(C(=O)OCC(=O)NCCc3ccc(S(N)(=O)=O)cc3)c(C)c2c1	nt	-0.8	nt	-2	nt	13	-4	nt	0.2
Cn1nnnc1SC(C(=O)Nc1cccc(C(F)(F)F)c1)c1ccccc1 (centres undefined)	2	5.7	8	-69	2	-14	2	-2	-0.4
Cn1cc(CN2CCC(n3nccc3NC(=O)c3ccccc3Cl)CC2)cn1	-1	2.8	-7	-4	1	2	0	8	0.0
CCO/N=C/C(=O)Nc1ccc(F)cc1F	1	1.1	9	4	2	-6	-2	10	0.0
Cc1cc(C)c2nc(N3CCOCC3)c(C#N)cc2c1	-2	5.2	-16	6	3	-9	-9	-1	0.0
COc1ccc2[nH]cc(CCNS(=O)(=O)c3ccc(F)cc3)c2c1	1	0.4	-3	11	2	-1	0	2	-0.1
COc1cccc(N(C(=O)C2CSC(=O)C2)C(C(=O)NC(C)(C)C)c2ccncc2)c1 (centres undefined)	0	0.6	0	12	-4	-6	1	7	-0.2
CCOC(=O)c1ccc([N+](=O)[O-])c(CS(=O)(=O)c2ccc(Cl)cc2)c1	-5	-0.3	14	12	-6	6	2	-5	0.0
Cc1cccc(C)c1OCC(=O)N/N=C/c1cc2c(cc1[N+](=O)[O-])OCO2	2	4.3	7	-1	-1	-9	-3	-5	0.0
Cc1c(Cl)cc(-n2cnnn2)cc1[N+](=O)[O-]	3	-0.1	0	2	-1	9	-6	4	0.1
Cc1ccc(NC(=O)c2ccc(NCCCN3CCOCC3)c([N+](=O)[O-])c2)cc1Cl	0	3.8	6	42	-2	14	1	15	-2.3
CC1CCCCC1NS(=O)(=O)c1ccc(S(=O)(=O)N2CCN(CCC#N)CC2)cc1 (centres undefined)	-1	0.6	1	-4	4	-5	-2	-8	0.2
O=C(Nc1cccc(C(=O)Nc2ccccc2F)c1)c1ccccc1	0	1.5	8	-6	-1	9	3	5	0.0
Cc1nc(N)c(C#N)c(-c2cccnc2)c1-c1ccccc1	-3	2.6	-9	-5	-5	3	0	13	0.1
COc1ccc(NC(=O)c2nc[nH]c2C(=O)N[C@@H](C)C(=O)OC(C)(C)C)cc1	2	4.0	-16	17	-2	-19	0	1	-0.1
CC(=O)Nc1c(C(=O)N2CCN(c3ccccn3)CC2)cnn1-c1ccc(C)cc1	-2	1.4	-9	5	-3	-10	-1	-11	-0.2
CC(C)c1c(C(=O)N/N=C/c2ccccc2OCc2c(F)cccc2Cl)nnn1-c1nonc1N	6	3.7	19	1	-1	-4	-1	-12	0.1
CCN(CC)S(=O)(=O)c1ccc(NCC2COc3ccccc3O2)c([N+](=O)[O-])c1 (centres undefined)	0	4.8	7	8	3	19	4	7	-0.2
O=c1cc(CNC2CCCCC2)c2ccccc2[nH]1	2	1.6	-8	-7	-1	4	0	0	0.1
Cc1cc(S(=O)(=O)Nc2ccc3ccccc3c2)c(C)s1	3	6.0	-1	-12	2	-9	1	-13	0.2
CCc1ccccc1NC(=O)c1ccc(Cn2cc([N+](=O)[O-])cn2)cc1	-6	3.5	-1	11	1	13	4	-3	-0.1
COc1cccc2sc(Nc3nnc(-c4cccs4)o3)nc12	-1	2.5	-9	14	4	6	-1	0	0.7*
CC(C)[N+](C)(CCOC(=O)C1c2ccccc2Oc2ccccc21)C(C)C	0	-0.2	13	12	0	17	0	5	0.0
O=C(Cc1ccc(-c2ccccc2)cc1)NCc1ccccc1	-12	1.5	10	-21	5	-4	0	2	0.2
COc1ccc(S(=O)(=O)N2CCN(Cc3ccc(OC)c(OC)c3)CC2)cc1	1	2.0	-1	-7	4	6	5	7	0.1
COc1ccc(C(=O)N/N=c2\oc3ccccc3cc2C(N)=O)cc1	2	0.1	-7	7	5	-10	-5	-9	0.1
Cc1cc(-c2ccc(C(C)C)c(S(=O)(=O)N3CCN(c4ccccn4)CC3)c2)on1	-1	2.3	7	-7	1	-20	5	-12	-0.1
O=C(c1ccc(S(=O)(=O)N2CCCCCC2)cc1)N1CCN(c2ccccc2)CC1	0	3.8	8	-1	-4	7	-2	-11	0.3
Clc1ccc(NCc2ccsc2)cc1	-4	1.0	-2	-35	1	-11	-1	-19	0.2
Cc1sc(NC(=O)CSc2nnc(CCNC(=O)c3cccs3)n2C)nc1-c1ccccc1	0	2.4	4	-19	-3	1	-1	2	0.1
CC(C)(C)NC(=S)NNC(=O)[C@H]1C[C@@H]1c1ccccc1	-1	1.1	2	-7	-1	8	-2	0	-0.1
O=C(CSCc1c(Cl)cccc1Cl)Nc1ccccc1-c1ccccc1	-1	1.9	1	-17	-1	1	-1	9	0.0
Cc1ccc(N(CCCCN2C(=O)c3ccccc3C2=O)C(=O)c2cccc([N+](=O)[O-])c2)cc1	3	1.1	6	35	0	6	7	-4	-0.1
